IDE act – boosts human insulin-degrading enzyme activity in HEK cells; AID 493087; P14735; 0.073% of 340,000 active; activation, % at 5.96 µM; FAbeta-B cleavage, fluorescence polarization; 0% vehicle, 100% cell-free pure enzyme wells;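 active = activation above the mean of all tested compounds plus 3 SD, set per screening campaign, cut at about 17% in these data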
Target sequence (P14735 whole entry, looked up): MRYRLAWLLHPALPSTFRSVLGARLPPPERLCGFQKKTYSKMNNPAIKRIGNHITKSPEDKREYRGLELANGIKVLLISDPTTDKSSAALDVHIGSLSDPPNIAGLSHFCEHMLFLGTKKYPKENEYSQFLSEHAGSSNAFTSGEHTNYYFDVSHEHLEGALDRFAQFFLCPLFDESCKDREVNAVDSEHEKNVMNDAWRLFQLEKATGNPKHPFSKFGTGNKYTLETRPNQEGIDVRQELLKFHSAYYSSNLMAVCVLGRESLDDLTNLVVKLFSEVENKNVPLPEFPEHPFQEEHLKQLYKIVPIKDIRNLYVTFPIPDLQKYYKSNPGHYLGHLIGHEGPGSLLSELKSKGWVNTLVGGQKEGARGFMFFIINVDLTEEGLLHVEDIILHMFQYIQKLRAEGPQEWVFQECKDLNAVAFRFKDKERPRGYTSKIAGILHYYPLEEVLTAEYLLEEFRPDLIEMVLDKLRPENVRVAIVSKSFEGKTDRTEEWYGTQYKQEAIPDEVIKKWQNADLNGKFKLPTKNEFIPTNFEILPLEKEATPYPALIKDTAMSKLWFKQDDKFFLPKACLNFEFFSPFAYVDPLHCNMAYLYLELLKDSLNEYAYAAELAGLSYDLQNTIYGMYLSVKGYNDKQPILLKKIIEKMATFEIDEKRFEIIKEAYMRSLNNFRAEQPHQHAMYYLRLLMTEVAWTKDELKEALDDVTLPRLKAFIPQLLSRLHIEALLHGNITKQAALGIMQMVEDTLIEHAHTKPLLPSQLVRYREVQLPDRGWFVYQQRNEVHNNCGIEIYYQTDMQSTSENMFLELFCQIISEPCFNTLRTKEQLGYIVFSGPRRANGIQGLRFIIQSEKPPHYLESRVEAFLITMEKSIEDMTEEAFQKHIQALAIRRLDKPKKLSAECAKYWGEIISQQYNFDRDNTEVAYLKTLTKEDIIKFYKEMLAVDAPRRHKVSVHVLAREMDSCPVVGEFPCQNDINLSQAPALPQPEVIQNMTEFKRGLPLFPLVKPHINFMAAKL
VIM-2 inh – inhibitors of Pseudomonas aeruginosa VIM-2 metallo-beta-lactamase; purified VIM-2, nitrocefin hydrolysis, epi-absorbance fluorescence; inhibition, % at 5.6 µM; 0.89% of 290,000 active; AID 1527;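 active = inhibition above the mean of all tested compounds plus 3 SD, cutoff set per screening run, cut at about 7.5% in these data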;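 note: red hydrolysis product quenches plate fluorescence so inhibitors raise well fluorescence; 0% = enzyme with DMSO and 100% = DMSO without enzyme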
M18AAP inhibitor – blocks P. falciparum M18 aspartyl aminopeptidase; recombinant PfM18AAP, H-Glu-NHMec fluorogenic cleavage; inhibition, % at 7.35 µM; 1.2% of 290,000 active;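 active = inhibition above the campaign mean inhibition over all tested compounds plus 3 SD, cut at about 28% in these data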;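 note: 0% = plate median of test compound wells and 100% = 2 mM ZnCl2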
IDE cell inh – inhibits human insulin-degrading enzyme in HEK cells; P14735; FAbetaB cleavage, fluorescence polarization; inhibition, % at 5.59 µM; 0.41% of 320,000 active; AID 434962;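 active = percent inhibition above the average of all tested compounds plus 3 SD, set per screening campaign, cut at about 16% in these data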;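 note: IDE supplied by intact live HEK cells; FP after avidin binding of uncleaved biotin substrate so inhibition keeps polarization high; 0% = DMSO wells and 100% = 60 µM reference IDE inhibitor Ii1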
DNA FID counter – counter-screen for HCV NS3 helicase inhibitors: DNA intercalator displacement; DNA fluorescent intercalator displacement, fluorescence; inhibition, % at 7.9 µM; 0.17% of 290,000 active; AID 1845; in the data active = inhibition above about 37%;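 note: 0% = vehicle and 100% = reference compound; higher means more ethidium bromide displaced from hairpin DNA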
UBC9 SUMO inh – SUMOylation inhibition | P63279 | HTRF SUMOylation assay, SAE1/SAE2 + UBC9, in vitro | inhibition, % at 35 µM | 0.36% of 290,000 active; in the data active = inhibition above about 50%, passing the limit was not always enough; note: strong numbers were not always called active
IMP-1 inh – inhibitors of Pseudomonas aeruginosa IMP-1 metallo-beta-lactamase | purified IMP-1, nitrocefin hydrolysis, epi-absorbance fluorescence | inhibition, % at 5.6 µM | 0.45% of 290,000 active;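 active = inhibition above the mean plus 3 SD of all compounds in the same screening run, cut at about 4.5% in these data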;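 note: 0% = IMP-1 with DMSO and 100% = DMSO wells lacking enzyme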
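System: purified recombinant IMP-1 beta-lactamase. Medium: Zinc- and detergent-supplemented HEPES buffer, pH 7.1. Compound: one 5.6 µM dose […]. Schedule: 15 min preincubation plus 25 min reaction at 25 °C. Technique: Epi-absorbance fluorescence, 480 nm excitation, 530 nm emission.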
pCIP destab – compounds decreasing mouse p/CIP protein stability; Q05BA5; F442A p/CIP-EGFP cells, EGFP fluorescence, 16 h; decrease of EGFP signal, % at 10 µM; 0.01% of 290,000 active; AID 1984;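 active = EGFP signal decrease of at least 30% at 10 µM or well 3 SD below plate mean, unless failing retest; inactive = the rest, including hits failing retest or dose response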; note: some compounds called inactive have numbers as strong as hits; many of its hits are not listed in these tables
HCV NS3 hel inh – blocks Hepatitis C virus NS3 helicase unwinding | inhibition, % at 10.9 µM | NS3 helicase DNA unwinding, Cy5 molecular beacon fluorescence | 0.56% of 290,000 active;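 active = inhibition above the mean of all tested compounds plus 3 SD, set per campaign, cut at about 35% in these data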;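 note: 0% = DMSO wells and 100% = thioflavine S control wells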
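Measured by: Cy5 fluorescence, 0 and 60 min reads / Assay system: NS3 helicase fragment of HCV / Control set: low DMSO, high thioflavine S at 110 µM / Times: 1 h reaction at 25 °C, ATP-initiated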
The depositor's hits bear a star.

For COc1ccc(CCNC(=O)Cn2nnc(-c3ccccc3F)n2)cc1OC the results were IDE act 3.3, VIM-2 inh -0.7, M18AAP inhibitor -4.1, IDE cell inh 1.1, DNA FID counter -10.6, UBC9 SUMO inh -6.9, IMP-1 inh -4.3, pCIP destab -11.0 and HCV NS3 hel inh -6.7.
Screening O=C1C(NS(=O)(=O)c2ccc(Cl)cc2)=C(N2CCCCC2)C(=O)c2ccccc21 returned IDE act 1.8, VIM-2 inh 9.3*, M18AAP inhibitor -1.1, IDE cell inh 3.7, DNA FID counter 5.2, UBC9 SUMO inh 45.5, IMP-1 inh 0.1, pCIP destab -14.7 and HCV NS3 hel inh 5.5.
C(=C\c1ccccc1)/CSc1nnc(-c2ccccn2)n1Cc1ccco1 was read as IDE act 2.7, VIM-2 inh -2.2, M18AAP inhibitor -70.8, IDE cell inh -3.2, DNA FID counter -32.4, UBC9 SUMO inh 0.3, IMP-1 inh 1.6, pCIP destab -5.3 and HCV NS3 hel inh -2.9.
`Cc1ccc(OCc2nc(-c3ccccn3)no2)cc1` gave IDE act 1.5, VIM-2 inh -4.2, M18AAP inhibitor -3.2, IDE cell inh 4.8, DNA FID counter -9.2, UBC9 SUMO inh -5.6, IMP-1 inh -4.3, pCIP destab 2.4 and HCV NS3 hel inh 2.3.
`Cn1c(SCC(=O)Nc2cccc(F)c2)nnc1-c1cc2ccccc2o1` gave IDE act -2.0, VIM-2 inh -3.0, M18AAP inhibitor 1.0, IDE cell inh 0.1, DNA FID counter 2.0, UBC9 SUMO inh -6.1, IMP-1 inh -3.4, pCIP destab 1.2 and HCV NS3 hel inh 5.7.
CCC(=O)Nc1ccc(C(=O)NNC(=O)COc2cc(C)ccc2C)cc1 was read as IDE act -1.4, VIM-2 inh -4.3, M18AAP inhibitor 3.2, IDE cell inh -0.2, DNA FID counter -6.0, UBC9 SUMO inh -6.1, IMP-1 inh 0.9, pCIP destab -0.4 and HCV NS3 hel inh -6.2.
Screening Cc1cc(Br)ccc1SCC(=O)OCC(=O)NC(C)c1ccccc1 (configuration not stated) returned IDE act -1.3, VIM-2 inh -1.4, M18AAP inhibitor 0.0, IDE cell inh -1.9, DNA FID counter -15.0, UBC9 SUMO inh 1.1, IMP-1 inh -2.3, pCIP destab -13.5 and HCV NS3 hel inh -15.0.
Cc1ccc(NC(=O)[C@@H]2CCCN2S(=O)(=O)c2ccccc2F)cc1S(=O)(=O)N1CCOCC1 was read as IDE act 10.7, VIM-2 inh -3.3, M18AAP inhibitor -8.2, IDE cell inh 1.4, DNA FID counter -19.5, UBC9 SUMO inh 7.5, IMP-1 inh -3.0, pCIP destab -0.3 and HCV NS3 hel inh 5.4.
For COC(=O)C(C)NC(=S)N1CCN(c2c(F)cc3c(=O)c(C(=O)O)cn(C4CC4)c3c2OC)CC1C (configuration not stated) the results were IDE act 1.3, VIM-2 inh -0.4, M18AAP inhibitor -11.2, IDE cell inh 6.8, DNA FID counter -9.8, UBC9 SUMO inh 23.1, IMP-1 inh -0.4, pCIP destab -137.9 and HCV NS3 hel inh 19.5.
CN1CCN(CC(=O)Nc2nc3c(s2)CCCC3)CC1 was read as IDE act 4.4, VIM-2 inh 0.2, M18AAP inhibitor 3.0, IDE cell inh 2.5, DNA FID counter 4.1, UBC9 SUMO inh 31.5, IMP-1 inh -1.5, pCIP destab 8.7 and HCV NS3 hel inh 5.0.
For COc1ccc(-c2nnc3sc(COc4ccccc4)nn23)cc1 the results were IDE act 5.7, VIM-2 inh 0.4, M18AAP inhibitor -5.3, IDE cell inh -4.4, DNA FID counter -21.9, UBC9 SUMO inh -10.6, IMP-1 inh -0.4, pCIP destab -1.5 and HCV NS3 hel inh -13.1.
Screening CSc1nc(NC(C)(C)C)nc(Oc2ccc(=O)n(C)n2)n1 returned IDE act 3.2, VIM-2 inh -0.7, M18AAP inhibitor 0.4, IDE cell inh 7.4, DNA FID counter -13.0, UBC9 SUMO inh 1.7, IMP-1 inh -2.2, pCIP destab 2.0 and HCV NS3 hel inh -0.1.
`COc1cc(CNCc2ccccc2)c(Br)cc1OC1CCCC1` gave IDE act -0.3, VIM-2 inh -0.4, M18AAP inhibitor 2.6, IDE cell inh 1.2, DNA FID counter 16.0, UBC9 SUMO inh -41.7, IMP-1 inh 0.1, pCIP destab 1.0 and HCV NS3 hel inh -40.0.
COc1ccc(OC)c(S(=O)(=O)NCCC(C)C)c1 was read as IDE act 4.7, VIM-2 inh -3.5, M18AAP inhibitor -2.2, IDE cell inh 2.1, DNA FID counter -8.4, UBC9 SUMO inh -9.9, IMP-1 inh -2.9, pCIP destab 3.8 and HCV NS3 hel inh 1.8.
`Cc1cccc(NC(=O)C(CCC(N)=O)NC(=O)OCc2ccccc2)c1` (configuration not stated) gave IDE act 3.0, VIM-2 inh -1.4, M18AAP inhibitor 4.0, IDE cell inh 4.5, DNA FID counter -10.2, UBC9 SUMO inh 19.9, IMP-1 inh -1.1, pCIP destab -5.4 and HCV NS3 hel inh 4.3.
Screening CC(=O)C1C(=O)C=C(c2cccs2)CC1c1ccccc1 (configuration not stated) returned VIM-2 inh 4.9, M18AAP inhibitor 6.0, IDE cell inh -2.2, DNA FID counter -6.7, UBC9 SUMO inh 18.1, IMP-1 inh -2.2, pCIP destab -5.0 and HCV NS3 hel inh 0.5.
Screening C/C(=N/NS(=O)(=O)c1cccc([N+](=O)[O-])c1)c1ccc2c(c1)OCO2 returned IDE act 6.8, VIM-2 inh -4.6, M18AAP inhibitor 10.3, DNA FID counter 5.5, UBC9 SUMO inh 1.2, IMP-1 inh -5.1, pCIP destab -6.7 and HCV NS3 hel inh 2.0.
For CC(C)(C)NC(=O)C(c1ccncc1)N(C(=O)CNC(=O)c1ccco1)c1ccc(F)cc1 (configuration not stated) the results were IDE act 0.2, VIM-2 inh -3.2, M18AAP inhibitor -1.7, IDE cell inh 5.8, DNA FID counter -19.5, UBC9 SUMO inh -12.2, IMP-1 inh -5.0, pCIP destab 2.9 and HCV NS3 hel inh -2.2.
CCOC(=O)c1ccc2nc(C(F)(F)F)[nH]c(=O)c2c1 was read as IDE act -6.9, VIM-2 inh -3.6, M18AAP inhibitor -0.9, IDE cell inh -5.0, DNA FID counter 1.5, UBC9 SUMO inh 13.8, IMP-1 inh -4.8, pCIP destab -3.6 and HCV NS3 hel inh 8.0.
For CN=Cc1sc2ccccc2c1O the results were IDE act -0.4, VIM-2 inh 2.3, M18AAP inhibitor 14.6, IDE cell inh 0.4, DNA FID counter -1.3, UBC9 SUMO inh 15.0, IMP-1 inh 0.8, pCIP destab 38.2 and HCV NS3 hel inh 2.8.
CSc1snnc1-c1ccccc1 was read as IDE act 2.4, VIM-2 inh -3.8, M18AAP inhibitor -11.5, IDE cell inh 5.2, DNA FID counter 2.5, UBC9 SUMO inh 26.7, IMP-1 inh -3.1, pCIP destab -11.0 and HCV NS3 hel inh -8.3.
Screening COc1ccc(C(CC(=O)Nc2cc([N+](=O)[O-])ccc2OC)c2ccccc2)cc1 (configuration not stated) returned IDE act 4.9, VIM-2 inh -4.0, M18AAP inhibitor -8.0, IDE cell inh -6.9, DNA FID counter 6.5, UBC9 SUMO inh -5.0, IMP-1 inh -4.3, pCIP destab 0.5 and HCV NS3 hel inh 1.4.
C/C(=N/OCC(=O)Nc1ccc(C)cc1C)c1cccs1 was read as IDE act 3.0, VIM-2 inh -3.8, M18AAP inhibitor -9.7, IDE cell inh 6.0, DNA FID counter -12.9, UBC9 SUMO inh 10.7, IMP-1 inh -1.9, pCIP destab -10.1 and HCV NS3 hel inh -0.5.
`Cc1cccc(NC(=O)c2cc[n+]([O-])cc2)c1C` gave IDE act 3.0, VIM-2 inh -2.0, M18AAP inhibitor 2.4, IDE cell inh -0.2, DNA FID counter -4.1, UBC9 SUMO inh -3.1, IMP-1 inh -2.2, pCIP destab -10.4 and HCV NS3 hel inh 5.1.
For CC(C)(C)NC(=O)C(c1ccc(OCC(N)=O)cc1)N(C(=O)c1cccnc1)C1CC1 (configuration not stated) the results were IDE act -2.3, VIM-2 inh -2.8, M18AAP inhibitor 3.0, IDE cell inh 1.6, DNA FID counter -4.3, UBC9 SUMO inh 33.0, IMP-1 inh -4.1, pCIP destab -8.4 and HCV NS3 hel inh -1.4.
CC1CCC/C(=C\Nc2ccccc2C(=O)O)C1=O (configuration not stated) was read as IDE act 2.5, VIM-2 inh -1.9, M18AAP inhibitor 11.8, IDE cell inh -3.9, DNA FID counter -4.1, UBC9 SUMO inh 15.3, IMP-1 inh -4.2, pCIP destab -14.6 and HCV NS3 hel inh 9.7.
Screening COc1ccccc1OCc1ccc(C(=O)OCC2CCCO2)o1 (configuration not stated) returned IDE act 1.8, VIM-2 inh -3.0, M18AAP inhibitor -1.3, IDE cell inh 5.4, DNA FID counter -21.6, UBC9 SUMO inh 7.2, IMP-1 inh -4.0, pCIP destab 1.8 and HCV NS3 hel inh 10.1.
COC(=O)Cc1ccc(N(Cc2ccccc2F)S(=O)(=O)c2ccc(C)cc2)cc1 was read as IDE act -3.6, VIM-2 inh -0.8, M18AAP inhibitor 1.4, IDE cell inh -2.5, DNA FID counter -6.1, UBC9 SUMO inh -14.8, IMP-1 inh 0.4, pCIP destab -10.3 and HCV NS3 hel inh -3.8.
Screening Cc1cc(NC(=O)COC(=O)C2CC(=O)N(c3ccccc3)C2)no1 (configuration not stated) returned IDE act 7.7, VIM-2 inh -0.1, M18AAP inhibitor -1.8, IDE cell inh 5.2, DNA FID counter -8.5, UBC9 SUMO inh 2.2, IMP-1 inh -1.5, pCIP destab 5.5 and HCV NS3 hel inh 9.2.
`CCOC(=O)CSC(=S)NC(=O)c1ccc(OC)cc1` gave IDE act 6.5, VIM-2 inh -0.3, M18AAP inhibitor -1.2, IDE cell inh 0.4, DNA FID counter -3.0, UBC9 SUMO inh -10.6, IMP-1 inh 0.5, pCIP destab 7.5 and HCV NS3 hel inh 6.8.
For Cc1ccc(CNC(=O)CN(CCc2ccccc2)S(C)(=O)=O)cc1 the results were IDE act -4.9, VIM-2 inh -3.1, M18AAP inhibitor -5.7, IDE cell inh -6.5, DNA FID counter -19.0, UBC9 SUMO inh -9.5, IMP-1 inh -2.0, pCIP destab 1.7 and HCV NS3 hel inh 16.6.
Screening CCOC(=O)c1c(NC(=O)C(C)S(=O)(=O)c2cn(CC)c3ccccc23)sc2c1CCCC2 (configuration not stated) returned IDE act -4.3, VIM-2 inh -3.6, M18AAP inhibitor -3.1, IDE cell inh 3.2, DNA FID counter -8.1, UBC9 SUMO inh -19.0, IMP-1 inh -4.2, pCIP destab 2.4 and HCV NS3 hel inh -4.1.
For NC(=O)C1CCN(c2ccc(C(F)(F)F)cc2[N+](=O)[O-])CC1 the results were IDE act 6.0, VIM-2 inh -1.1, M18AAP inhibitor -11.6, IDE cell inh 1.7, DNA FID counter 0.6, UBC9 SUMO inh -3.8, IMP-1 inh 0.1, pCIP destab 3.8 and HCV NS3 hel inh -0.3.
Screening CC(=O)Nc1ccc(N=c2cc([N+](=O)[O-])cc(Cl)n2O)cc1 returned IDE act 3.6, VIM-2 inh -1.8, M18AAP inhibitor -1.8, IDE cell inh -2.5, DNA FID counter -2.0, UBC9 SUMO inh 13.2, IMP-1 inh -0.8, pCIP destab -4.5 and HCV NS3 hel inh -6.0.
